PP1 inh = PP1-alpha (human) inhibition in PP5 counter-screen. P62136. purified PP1alpha, OMFP fluorescence. inhibition, % at 6.7 µM. hit rate 0.9% among 320,000. AID 2235;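 active means inhibition above the mean inhibition of all tested compounds plus 3 SD, computed separately for each screening campaign, cut at about 15% in these data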
Target sequence (P62136 whole entry, looked up): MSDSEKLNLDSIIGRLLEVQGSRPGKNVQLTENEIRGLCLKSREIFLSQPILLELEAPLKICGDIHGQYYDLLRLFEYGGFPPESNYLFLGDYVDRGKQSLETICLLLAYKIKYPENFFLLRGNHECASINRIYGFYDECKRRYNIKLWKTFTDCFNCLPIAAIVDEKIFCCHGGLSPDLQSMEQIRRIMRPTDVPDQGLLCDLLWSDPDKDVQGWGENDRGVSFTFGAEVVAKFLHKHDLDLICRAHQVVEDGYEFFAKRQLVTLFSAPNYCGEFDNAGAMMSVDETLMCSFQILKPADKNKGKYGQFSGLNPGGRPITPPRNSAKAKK
GASC-1 inh = inhibitors of human GASC-1 (JMJD2C) demethylase; inhibition, % at 2.35 µM; GST-JMJD2C(1-420) H3K9me3 demethylation, DELFIA europium; Q9H3R0; hit rate 0.069% among 330,000; AID 2099;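 active means more than half of a compound's replicate wells show inhibition beyond 50%, single wells judged on their own value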;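 further: signal counts dimethyl H3K9 product captured on neutravidin plate; 0% = median of DMSO wells and 100% = 0.3 times that DMSO median; strong numbers were not always called active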
PP5 inh = PP5 (human) phosphatase inhibition. inhibition, % at 6.7 µM. hit rate 0.18% among 320,000. P53041. AID 1987. purified PP5c, OMFP substrate fluorescence;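 active means inhibition above the campaign's mean inhibition across all tested compounds plus 3 SD, cut at about 9.5% in these data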;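 further: 0% = DMSO only and 100% = 100 µM cantharidin control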
proCasp7 act = counter-screen for procaspase-3 activators: activators of human procaspase-7; AID 463210; recombinant procaspase-7, Ac-DEVD-pNA absorbance 405 nm; D23A/D198A/D206A triple mutant, cannot self-cleave; scale: DMSO 0, 5 µM enzyme 100; activation, % at 8.5 µM; hit rate 0.093% among 330,000; P55210;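 active means percent activation above the screen-wide mean plus 3 SD, cut at about 25% in these data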
Target sequence (P55210 whole entry D23A/D198A/D206A): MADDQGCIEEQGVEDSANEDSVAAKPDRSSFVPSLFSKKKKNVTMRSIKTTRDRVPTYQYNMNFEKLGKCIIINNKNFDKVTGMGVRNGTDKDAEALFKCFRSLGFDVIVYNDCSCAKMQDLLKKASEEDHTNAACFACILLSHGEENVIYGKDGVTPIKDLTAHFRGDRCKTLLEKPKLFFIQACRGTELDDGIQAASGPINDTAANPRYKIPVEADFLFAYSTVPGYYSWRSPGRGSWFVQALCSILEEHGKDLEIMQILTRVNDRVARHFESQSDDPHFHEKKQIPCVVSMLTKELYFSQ
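buffer or medium = Zinc-free HEPES/NaCl buffer, pH 7.4 | material = Procaspase-7 triple mutant (PC-7 D3A) | input = 2 µM procaspase-7 mutant as dispensed | signal = Epi-absorbance of released pNA at 405 nm, two timepoints | timing = 1 h preincubation, 2 h reaction | replicates = singlicate compound testing | evaluation = % activation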
proCasp3 act = activators of human procaspase-3; AID 463141; recombinant procaspase-3 D3A, Ac-DEVD-pNA absorbance 405 nm; hit rate 0.11% among 330,000; P42574; activation, % at 8.5 µM;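 active means activation above the mean of all tested compounds plus 3 SD, cut at about 21% in these data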;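 further: 0% = DMSO alone and 100% = DMSO wells spiked with extra 5 µM PC-3 D3A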
Target sequence (P42574 whole entry D9A/D28A/D175A): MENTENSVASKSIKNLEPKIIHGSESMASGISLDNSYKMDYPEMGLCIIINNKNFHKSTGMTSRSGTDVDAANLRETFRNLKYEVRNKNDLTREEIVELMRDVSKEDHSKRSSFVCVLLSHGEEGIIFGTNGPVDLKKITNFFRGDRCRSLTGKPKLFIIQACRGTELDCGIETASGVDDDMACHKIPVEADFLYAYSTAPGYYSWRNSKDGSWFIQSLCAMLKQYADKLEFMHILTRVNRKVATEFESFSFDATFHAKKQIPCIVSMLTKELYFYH
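Assay system: Autoprocessing-dead procaspase-3 D3A mutant enzyme; also added: Ac-DEVD-pNA; doses: one concentration, 8.5 µM nominal, 0.8% DMSO; times: 1 h compound preincubation, 2 h substrate hydrolysis at 25 °C; technique: 405 nm absorbance of p-nitroaniline, reads at 0 and 120 min; measure: % activation between DMSO and enzyme-spiked controls; repeats: single replicate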
CTSL1 counter = cathepsin L1 inhibition, PFM18AAP counter-screen. recombinant F. hepatica cathepsin L1, Z-Leu-Arg-MCA fluorescence. inhibition, % at 5.96 µM. hit rate 0.49% among 300,000;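 active means inhibition above the mean of all tested compounds plus 3 SD, set per screening campaign, cut at about 17% in these data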;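 further: 0% = plate median of test compound wells and 100% = 1 µM Z-Phe-Ala-diazomethylketone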
Efflux pump inh = inhibitors of Candida antifungal efflux pumps expressed in yeast | S. cerevisiae Candida pump triplex, Nile Red efflux | inhibition, % at 10 µM | hit rate 0.44% among 330,000 | AID 485275;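 active means plate passing quality check with inhibition over a set limit, or well fluorescence over plate mean plus 4 SD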;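 further: Nile Red retained in pooled yeast measured as flow cytometry median fluorescence; 0% = buffer negative control and 100% = Enniatin B positive control; higher means more Nile Red kept so more efflux inhibition; some compounds called inactive have numbers as strong as hits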
core dimer inh = HCV core protein dimerization inhibition. AID 1899. TR-FRET GST/Flag-core106 dimerization, 1536-well. hit rate 0.33% among 300,000. inhibition, % at 5 µM;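 active means inhibition above the mean of all tested compounds plus 3 SD, set per screening campaign, cut at about 45% in these data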
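System: GST/Flag-tagged HCV core106 proteins. Incubation: compound-protein-antibody incubation 4 h at 22.5 °C. Technique: HTRF with 340 nm excitation, 617/671 nm emission. Medium: KF-containing HEPES buffer, pH 7.45, DTT, CHAPS, BSA. Read-out: inhibition (%) from 671 over 617 nm ratio. Also added: Eu(K)-anti-GST 90 ng/mL plus XL665-anti-Flag 1 µg/mL.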
TPT1 inh = inhibitors of Candida albicans tRNA 2'-phosphotransferase TPT1; recombinant caTPT1, FP RNA substrate dephosphorylation; inhibition, % at 5 µM; hit rate 0.81% among 300,000;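 active means inhibition above the mean of all tested compounds plus 3 SD, set per screening campaign, cut at about 24% in these data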;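 further: plate controls were DMSO alone for no effect and ferristatin control at 100 nM for full effect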
* marks the source's active call; other numbers are inactive results; nt = no result given. Random draw from the library; overall some 2.9% were active at least once.

SMILES,PP1 inh,GASC-1 inh,PP5 inh,proCasp7 act,proCasp3 act,CTSL1 counter,Efflux pump inh,core dimer inh,TPT1 inh
Cc1ccc(NC(=S)Nc2ccc3nc(-c4ccccn4)c(-c4ccccn4)nc3c2)cc1C,2,6,2.3,-6,-16,2,0.0,13,-43
CCc1n[nH]c(=O)c2cc3cc(OC)ccc3n12,-2,4,-1.3,-2,3,4,0.0,-4,-1
CCCNC(=S)N1CCC(NC(=O)c2ccc(OC)cc2)CC1,-1,-2,-2.1,2,4,-1,-0.2,0,3
COCCCNC(=O)c1c(N)n(/N=C/c2cccs2)c2nc3ccccc3nc12,-2,4,1.6,-12,-8,3,0.1,1,1
CCOC(=O)c1nc(N)c(C(=O)OCC)[nH]1,-1,-11,2.5,6,-11,0,0.0,-2,2
COc1ccc(C(c2c(C)n(C)n(-c3ccccc3)c2=O)c2c(C)n(C)n(-c3ccccc3)c2=O)c(OC)c1OC,3,-1,3.3,9,-2,2,0.1,4,1
CCCOC(=O)C(C)n1cnc2scc(-c3ccc(C)cc3)c2c1=O (stereo unspecified),2,2,2.8,8,5,6,-0.1,-3,-2
Cc1cccc2cc(CNCC3CCCO3)c(Cl)nc12 (stereo unspecified),-4,-1,-1.9,7,4,-4,-0.1,-2,0
Cn1nccc1NC(=O)CC(CC(=O)O)c1ccccc1 (stereo unspecified),-5,-1,-0.9,8,-4,2,0.1,-3,-3
COC(=O)C1=C(N)Oc2cc(C)n(CC3CCCO3)c(=O)c2C1c1ccccc1OC (stereo unspecified),-5,-10,-1.1,2,7,-3,0.1,1,2
COc1ccc(C2CC(c3ccccc3)=NN2c2ccc(S(N)(=O)=O)cc2)cc1 (stereo unspecified),5,0,0.9,51*,28*,0,0.2,17,1
CSc1ccccc1NC(=O)c1noc(C)c1[N+](=O)[O-],2,-6,-1.0,0,2,3,-0.1,-10,-4
COc1cccc(/C=N/NC(=O)c2ccc(-c3ccccc3)cc2)c1O,22*,13,1.8,-17,-19,7,-0.1,17,-1
COc1cccc(Cn2c(-c3nonc3N)nc3ccccc32)c1,6,-4,3.6,-9,2,2,-0.3,8,11
Cc1ccc(CNC(=O)C2CC(c3cccc([N+](=O)[O-])c3)=NO2)o1 (stereo unspecified),-3,2,0.2,0,2,-3,0.1,1,1
CCOCCCNC(=O)c1ccc(CS(=O)(=O)c2cccc(C(F)(F)F)c2)o1,-4,-1,0.7,-2,-2,0,0.1,-9,-3
O=C(CN(C(=O)CCC(=O)Nc1nccs1)c1ccc(F)cc1)NCc1ccccc1,3,0,2.6,-2,1,0,0.0,1,0
COc1ccc(C(C)NC(=O)c2ccc(Br)cc2)cc1OC (stereo unspecified),-2,0,-0.4,1,-1,-2,3.3,-3,-3
Cc1ccc(S(=O)(=O)N2CCN(C(=O)C(Cc3ccccc3)NC(=O)c3ccccc3)CC2)cc1 (stereo unspecified),-2,-2,-0.1,-2,5,nt,0.2,nt,nt
COc1cc(OC)c(C(=O)Nc2ccc(N(C)C)cc2)cc1OC,3,0,0.3,4,3,3,0.1,-15,2
CC(C)Cc1ccc(CN2CCCC(NC(=O)CCN3CCCCC3=O)C2)cc1 (stereo unspecified),13,-20,0.7,-8,5,-1,0.1,-12,-2
COc1ccc(C(=O)Nn2c(SCc3ccc([N+](=O)[O-])cc3)nc3ccccc3c2=O)cc1,9,3,3.2,0,-3,-3,0.0,7,-2
CCOc1ccccc1OCC(=O)N/N=C(\C)Cc1ccc(OC)cc1,-1,-7,2.0,-10,-1,-4,0.2,0,-6
O=c1oc(-c2cccc(S(=O)(=O)N3CCOCC3)c2)nc2ccccc12,-4,5,0.0,15,5,2,-0.1,9,-2
Cc1c(OCC(=O)NC2CCN(Cc3ccccc3)CC2)ccc2c3c(c(=O)oc12)CCC3,-1,-3,1.4,3,12,-2,-0.1,5,1
COc1ccc(S(=O)(=O)/N=C2/NC(=O)/C(=C\c3ccco3)S2)cc1,1,-5,-1.2,-11,-8,1,-0.1,-8,6
Cc1oc(-c2ccccc2F)nc1CS(=O)(=O)CC(=O)NC1CCCC1,0,-3,-0.6,5,2,2,-0.1,4,-4
Cc1sc(NC(=O)C2=COCCO2)nc1-c1ccc(Br)cc1,-4,0,-0.5,-10,9,0,0.1,5,-1
CCN(CC(=O)NCc1ccco1)S(=O)(=O)c1ccc(OC)cc1,-12,4,1.7,-5,-2,4,0.2,3,1
O=C(N/N=C1\CC2CC=CC12)c1ccc(Br)cc1 (stereo unspecified),-3,-4,1.7,5,-2,4,0.1,-2,0
CC(=O)c1c(C)[nH]c(C2=NNC(=NC(C)(C)C)SC2)c1C,-1,27,0.1,-9,-18,3,0.1,-1,5
Cc1ccc(CNC(=O)CCc2c(C)[nH]c(=O)c(C#N)c2C)cc1,-3,-2,-1.9,7,0,-3,0.0,-1,-1
CCCOP(=O)(c1ccc(N(C)C)cc1)C(Nc1ccccc1)c1ccc(C)cc1 (stereo unspecified),5,nt,4.3,-2,13,21*,0.3,11,-2
CCOC(=O)COn1c(=O)c(=O)n(O)c2ccccc21,1,3,3.3,4,8,1,0.0,-9,-8
Cc1ccc(-c2nc(CNC(=O)c3ccco3)cs2)cc1,-5,10,-5.3,-10,-11,4,0.6,23,5
CCC(=O)N(C1=C(NC)C(=O)c2ccccc2C1=O)C(C)C,1,0,2.8,-1,7,6,0.0,-4,0
O=C(COc1ccc(Cl)cc1)NCCc1ccccn1,4,7,-0.3,6,-13,0,0.2,-2,-5
CCC1(CC)C(=O)NN(c2ccccc2)C1=O,0,5,1.2,-1,4,-1,-0.2,-2,-2
COC(=O)c1ccc(C2SCC(=O)N2Cc2ccccc2)cc1 (stereo unspecified),-4,-6,2.9,0,1,1,0.1,-2,4
Cc1[nH]c(C)c(S(=O)(=O)N(Cc2ccccc2)C(C)(C)C)c1C(=O)N1CCCC1,-2,5,1.0,5,-2,2,0.2,-7,6
CC12CCC(=O)C=C1CCC1C2C(=O)CC2(C)C1CC[C@]2(O)C(=O)CO (stereo partly specified),1,0,2.6,11,-7,1,0.3,-3,0
CC1=CC(C)(C)N=C(Nc2ccc(C)cc2)S1,-1,7,2.3,7,7,1,-0.1,4,1
Cn1c(CCC(=O)OCC(=O)NCc2ccccc2Cl)nc(=O)c2ccccc21,0,38,-0.3,4,-1,0,-0.1,3,0
CC(=O)C1=C(O)C(=O)N(c2ccccn2)C1c1ccc(C)cc1 (stereo unspecified),1,6,0.7,2,-5,-2,-0.1,-11,1
NC(=O)c1c(NC(=O)Cn2cnc([N+](=O)[O-])n2)sc2c1CCCC2,-9,21,-0.2,6,2,-3,0.2,-3,2
COc1ccc([C@H]2CC(=O)C=C(c3ccccc3-c3ccccc3)C2)cc1,2,4,1.5,2,-1,nt,0.0,nt,nt
c1ccc(CCNc2ccc3nncn3n2)cc1,0,-7,-2.6,1,6,-2,0.0,6,0
Cc1cccc(NNC(=S)Nc2c(C)cccc2C)c1,-3,3,0.3,1,-3,2,0.1,3,-4
CC(=O)Nc1ccc(S(=O)(=O)N(C)CC(=O)N(C)Cc2sccc2C)cc1,-6,3,3.5,-10,1,nt,-0.1,nt,nt
Cc1ccccc1OCCC(=O)Nc1ccc(F)c(Cl)c1,-2,1,-1.6,1,0,2,0.2,6,0
CCCCC(CC)CNC(=O)C1C2C=CC(C2)C1C(=O)O (stereo unspecified),-1,0,1.3,3,-4,2,0.0,4,2
COc1ccc(C(=O)C2CCCN(Cc3cc(Cl)ccc3O)C2)c(OC)c1 (stereo unspecified),-5,24,7.9,-4,-2,-3,0.2,5,-3
O=C(Nc1cccc(O)c1)c1cccc(S(=O)(=O)N2CCCC2)c1,1,-13,1.9,26*,-7,-1,-0.1,5,-2
COc1ccc(C(=O)N2CCN(c3nnnn3-c3ccccc3)CC2)cc1OC,-4,1,1.2,9,9,1,0.0,-8,-2
COc1ccc(NCc2cc3cc(OC)ccc3[nH]c2=O)cc1,4,0,0.7,4,-4,0,0.0,-3,-2
CC1(C)c2ccccc2N2CC(=O)N[C@@]21/C=C/C=C/c1ccccc1,-3,2,2.3,-6,2,3,0.0,15,2
Cc1ccnc(SCc2cc(=O)c(OC(=O)c3cc([N+](=O)[O-])ccc3Cl)co2)n1,1,-5,-0.1,-4,2,-4,-0.1,-1,-2
CC(=O)Nc1ccc(-n2c(C)ccc2-c2ccccc2)cc1,3,29,-0.7,-6,-4,9,0.0,6,2
COc1cc(/C=N/NC(=O)c2cc(-c3ccccc3C)nc3ccccc23)cc(OC)c1O,0,-5,2.7,-3,4,2,-0.1,2,3
CNC(=O)CN(c1cc(OCCOC)c(Cl)cc1Cl)S(=O)(=O)c1ccccc1,-2,8,3.4,7,-9,4,-0.1,-4,-3

Further compounds follow:
SMILES,PP1 inh,GASC-1 inh,PP5 inh,proCasp7 act,proCasp3 act,CTSL1 counter,Efflux pump inh,core dimer inh,TPT1 inh
Nc1cc(=O)[nH]c(=O)n1-c1ccc(Cl)cc1,-1,2,2.6,3,-1,-2,0.4,-10,2
Cc1nc([N+](=O)[O-])c(Sc2nc3ccccc3n2C)n1Cc1ccccc1,-1,-6,-1.0,-8,-4,2,0.6,-1,2
Cn1nc(C(=O)OCC(=O)Nc2ccc(SC(F)F)cc2)c2ccccc2c1=O,nt,-7,nt,0,-7,nt,0.5,nt,nt
Cc1cc(Cl)ccc1OCC(=O)NCc1ccncc1,-5,4,-3.1,-5,2,0,0.0,-11,5
O=C(N/N=C(\Cc1ncc[nH]1)c1ccccc1)c1ccccc1,-7,4,-1.1,3,7,-3,0.0,-1,0
O=C(NCc1ccco1)c1cccc2ccccc12,-4,12,-2.6,6,2,3,0.0,1,-1
Clc1cccc2sc(N3CCN(c4ccccc4)CC3)nc12,-1,10,3.2,2,4,-4,-0.1,0,-1
CC(NC(=O)COC(=O)c1cc(Cl)nc(Cl)c1)c1ccccc1 (stereo unspecified),0,12,-1.4,-19,8,-5,0.0,4,-1
CCOc1ccc(NC(=O)CN2CCN(C(=O)C3CCCO3)CC2)cc1 (stereo unspecified),-1,9,-0.3,2,0,-1,0.0,3,1

From PubChem
